KKLEB tox = CF airway cell cytotoxicity counter-screen; KKLEB CF airway cells viability, ATPlite luminescence, overnight; stronger effect = lower value; cells stimulated with P. aeruginosa culture filtrate; 360,000 tested, 0.36% active; activity change (cytotoxicity), % at 5 µM;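 active = corrected activity change at or below -50% at 5 µM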
TRPM1 prom inh = inhibitors of MITF-driven TRPM1 promoter in melanoma cells; SK-MEL-5 TRPM1 promoter luciferase, 24 h; inhibition, % at 12.5 µM; 330,000 tested, 0.83% active; AID 488899;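 active = mean inhibition across replicates of 60% or more, whatever share of single replicates reaches that level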; also: values of inactives mirror those of a sister screen read the other way
NR2E3 ag-1 = agonists of human NR2E3 nuclear receptor; CHO-S Gal4-NCOR/VP16-NR2E3 two-hybrid, luciferase; inhibition of corepressor binding, % at 3.98 µM; 360,000 tested, 0.35% active; AID 602229;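 active = inhibition above the mean of all tested compounds plus 3 SD, cut at about 70% in these data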;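 also: 0% = DMSO with NR2E3 transfected cells and 100% = cells lacking NR2E3 construct; higher means lower luciferase signal from less NR2E3 corepressor binding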
Target sequence (Q9Y5X4 whole entry, looked up, the tested form may be a part): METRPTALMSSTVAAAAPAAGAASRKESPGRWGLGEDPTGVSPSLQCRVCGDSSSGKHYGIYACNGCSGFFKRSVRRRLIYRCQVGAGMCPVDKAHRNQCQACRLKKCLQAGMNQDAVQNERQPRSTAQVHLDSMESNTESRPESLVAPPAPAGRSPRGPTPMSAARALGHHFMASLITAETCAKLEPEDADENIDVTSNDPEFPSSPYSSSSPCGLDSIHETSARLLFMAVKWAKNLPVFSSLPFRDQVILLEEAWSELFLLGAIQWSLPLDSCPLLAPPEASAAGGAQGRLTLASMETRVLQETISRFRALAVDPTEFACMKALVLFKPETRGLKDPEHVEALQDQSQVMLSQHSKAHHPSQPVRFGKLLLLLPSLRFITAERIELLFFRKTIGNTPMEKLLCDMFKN
NR2E3 ag-2 = activates human photoreceptor nuclear receptor NR2E3; GST-NR2E3/biotin-RetCOR TR-FRET, 1536-well; inhibition of corepressor binding, % at 4.78 µM; 320,000 tested, 0.12% active; AID 2300;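 active = percent inhibition above the cutoff of mean plus 3 SD of all tested compounds, set per screening campaign, cut at about 20% in these data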;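 also: 0% = DMSO wells and 100% = biotin wells as full block of FRET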
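system = GST-tagged NR2E3 plus biotinylated RetCOR corepressor | input = 1.35 nM GST-NR2E3 | also added = 7 nM biotin-RetCOR | schedule = 5 h incubation at 4 °C | measured by = TR-FRET with europium anti-GST and streptavidin-D2, 340 nm excitation | read-out = percent loss of FRET ratio relative to control wells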
HIF-2a inh = blocks HIF-2a reporter activity | 786-0 RCC cells HIF-2a reporter, luciferase luminescence, overnight | inhibition, % at 18.8 µM | 360,000 tested, 0.72% active | AID 624352;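 active = inhibition of the luminescence signal of 40% or more relative to plate controls, in a single-dose primary screen at 18.75 µM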
TWEAK-Fn14 inh = TWEAK-Fn14 signaling inhibition. AID 1159606. inhibition, % at 10 µM. 360,000 tested, 2% active. TWEAK-stimulated Fn14 reporter cells, luciferase luminescence, 8 h; in the data active = inhibition above about 50%
C8 TRAIL sens = sensitizes caspase-8 expressing cells to TRAIL. NB7+C8 cells + TRAIL, ATPlite viability luminescence. inhibition (viability loss, TRAIL sensitization), % at 10 µM. 360,000 tested, 1% active. AID 624354;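 active = compounds causing at least 50% loss of cell viability in the single-dose screen, relative to plate controls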
TROY NFkB inh = blocks TROY-dependent signaling in reporter cells. 360,000 tested, 0.98% active. inhibition, % at 10 µM. Q293 LMP1-TROYcd NF-kB luciferase reporter, 4 h. AID 1347056;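 active = compounds whose plate-normalised and pattern-corrected inhibition of the luciferase reporter signal at the single screening dose is 50% or more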
CF NFkB inh = inhibitors of cystic fibrosis induced NF-kB; inhibition, % at 5 µM; 360,000 tested, 0.86% active; KKLEB NF-kB-GFP reporter, PAF-induced, GFP fluorescence overnight;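 active = at least 50% inhibition at 5 µM, scaled per plate between neutral and stimulator controls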;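 also: PAF is a Pseudomonas aeruginosa culture filtrate used as stimulus; plate controls were PAF-stimulated DMSO wells for no effect and unstimulated DMSO wells for full effect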
Peg3 prom inh = inhibitors of Peg3 promoter. HeLa PEG-Prom luciferase reporter, luminescence, overnight. inhibition, % at 20 µM. 360,000 tested, 1.7% active;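 active = inhibition of at least 50% at 20 µM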
Shn3 inh set2 = Schnurri-3 reporter inhibition in Clone20 osteoblasts. Clone20 osteoblast Shn3 3'UTR firefly luciferase, 24 h. AID 588674. 360,000 tested, 0.52% active. inhibition, % at 12.5 µM;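 active = mean inhibition of at least 75% with every replicate also reaching 75%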;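 also: 0% = median of neutral control wells and 100% = pilot-screen positive control compound; some compounds past the cut are filed as inactive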
* = called active by the depositor; / = no result given.

canonical_smiles	KKLEB tox	TWEAK-Fn14 inh	Shn3 inh set2	Peg3 prom inh	NR2E3 ag-1	TRPM1 prom inh	CF NFkB inh	C8 TRAIL sens	HIF-2a inh	TROY NFkB inh	NR2E3 ag-2
CC(=O)c1ccc(Nc2nc(C(N)C3CCCCC3)cs2)cc1 (stereo not given)	0.0	-1.4	17.8	5.3	-8.5	/	3.8	7.5	5.6	5.3	/
CC(C)(C)NC(=O)NC(=O)CN1CCN(S(=O)(=O)c2ccccc2)CC1	4.7	15.0	4.2	7.5	17.6	22.8	8.3	13.3	11.6	12.4	-0.9
O=C(CCNC(=O)c1ccccc1)Nc1nc2ccccc2s1	11.7	-3.7	-105.0	-165.4	-46.9	-37.2	29.3	1.9	-174.3	-43.6	1.2
C[C@H]1O[C@@H](n2cc(F)c(=O)[nH]c2=O)[C@H](O)[C@@H]1O	6.8	-1.6	0.8	-9.3	-20.2	0.1	-9.6	4.1	-2.3	3.3	4.9
CCOC(=O)c1[nH]c(C(=O)O)c(OC(=O)CC)c1C	3.0	-4.0	5.0	10.6	19.2	-9.2	-2.0	-7.4	10.4	7.7	-2.7
CCC(CO)Nc1ccn2nc(-c3cc(OC)c(OC)c(OC)c3)cc2n1 (stereo not given)	-6.4	-11.4	3.5	-20.1	-7.3	/	-67.2	-3.5	-27.2	-2.0	/
CCOC(=O)CSc1nc(N)cc(=O)[nH]1	2.4	-2.1	0.9	4.5	8.9	3.7	-9.4	7.7	7.3	4.6	0.7
Cc1ccc(NC(=O)CN(C)C(=O)COC(=O)C2=COCCO2)cc1	0.4	-1.9	-5.2	6.3	3.3	0.2	1.5	5.9	14.6	5.7	0.3
OC(c1ccccc1)c1nc(/C=C/c2ccc(C(F)(F)F)cc2)cs1 (stereo not given)	5.9	-23.6	18.1	3.4	-2.2	/	14.5	36.4	-33.1	-28.3	/
COC(=O)c1ccc(NC(=O)CSC2=Nc3ccccc3C3CC=NN23)cc1 (stereo not given)	5.0	-3.8	-0.9	3.7	-32.5	15.8	-17.1	-1.9	10.2	-9.6	1.3
Cc1ccc(CCNc2ccccc2C)cn1	-1.3	11.3	-2.2	-49.6	5.0	-5.2	-3.5	-5.6	-8.7	-1.7	1.1
O=C(COC(=O)CC1CCCC1)Nc1ccc(Cl)cn1	2.0	4.4	7.7	-21.2	-7.0	-10.3	9.6	-6.2	-1.3	-23.7	-0.5
O=C(O)CCC(=O)Nc1sc2c(c1C(=O)Nc1ccccc1)CCCCC2	15.2	0.4	-20.4	-44.7	-48.8	-2.1	-20.2	-0.4	-125.0	-37.1	-0.4
Cc1ccc(-c2c(C#N)c(N)n(-c3ccc(Cl)cc3)c(=O)c2C#N)cc1	1.7	-11.0	28.2	7.9	18.3	/	-29.3	-11.6	3.7	-5.8	/
COC(CNC(=O)c1ccc2c(=O)n(Cc3ccc4c(c3)OCO4)c(=S)[nH]c2c1)OC	2.2	3.9	19.2	10.1	-18.3	4.4	0.3	26.3	7.9	7.7	/
CC(NCc1ccncc1)C12CC3CC(CC(C3)C1)C2 (stereo not given)	17.7	10.7	-6.1	9.3	0.3	6.4	-20.0	4.5	15.0	15.2	4.0
O=S1(=O)CCO[C@H]2Cc3ccccc3[C@H]2N1Cc1ccc(Cl)cc1	4.5	13.3	4.6	18.4	-0.3	-2.1	-6.7	-1.4	21.8	9.5	1.1
CCCn1c(SCC(=O)NCc2ccco2)nnc1-c1ccncc1	10.1	-3.2	-6.1	4.1	-42.7	0.5	9.0	-4.8	8.1	9.5	3.5
C=Cc1ccc(C2=CC(=O)C[C@H](c3ccc(OC)cc3)C2)cc1	-20.5	-42.4	-10.6	-119.2	-7.2	-38.2	6.2	6.2	-148.1	-55.3	3.5
Cc1ccc(C(=O)NNc2cc(=O)n(C)c(=O)n2C)cc1C	6.0	-16.1	-2.5	-7.5	-15.7	-1.3	-2.1	-0.8	19.8	-58.1	-8.7
COc1ccc(CCNC(=O)CSc2nnnn2Cc2ccc3c(c2)OCO3)cc1OC	7.4	-21.6	14.5	16.2	16.9	-3.5	-10.8	-2.9	25.4	-17.6	2.6
O=C(COC(=O)c1cccnc1Cl)c1ccc(F)cc1	12.1	-2.6	-10.5	2.0	-4.7	-5.1	10.5	-5.7	0.2	-61.4	-3.7
CSc1ccccc1OCc1cc(C(=O)NCc2csc(C(C)C)n2)no1	1.8	-0.1	0.4	-38.4	-5.8	6.4	17.2	12.7	-31.1	2.2	3.2
Cc1ccccc1C(O)c1ccccn1 (stereo not given)	-4.8	17.2	-14.7	16.8	4.1	2.7	14.6	-12.1	12.9	-2.6	-0.7
CC1(C)CC2CC(C)(CN2c2ncnc3ccc(Br)cc23)C1 (stereo not given)	-8.9	24.6	84.2	29.0	-31.9	18.4	35.6	-7.1	31.5	8.0	4.4
Cc1onc(-c2ccccc2)c1C(=O)Nc1cccc(S(=O)(=O)NC2=NCCC2)c1	8.2	3.1	-12.9	6.2	-3.2	-2.5	-4.4	4.9	3.2	-11.1	-3.5
O=C1OC(c2ccccc2)(N(Nc2ccccc2)c2ccccc2)c2ccccc21 (stereo not given)	4.3	13.9	16.4	19.5	3.7	/	13.6	16.3	19.0	13.0	/
O=C(c1cccc(S(=O)(=O)Nc2ccc(Br)cc2)c1)N1CCCC1	3.4	3.2	6.7	15.2	13.5	11.0	17.4	0.4	8.3	-10.1	3.9
O=C(OCc1ccc(Cl)c(Cl)c1)c1cccnc1Cl	4.4	-5.9	-12.0	-11.9	-17.3	-10.7	-8.8	-16.6	-6.5	-6.0	4.8
CC1(c2ccc([N+](=O)[O-])cc2)Nc2ccccc2S1 (stereo not given)	1.8	14.5	-70.3	-132.1	-131.1	-33.3	-13.7	2.8	-240.1	7.9	-1.1
CC(=O)c1ccc(Nc2nc(CN)cs2)cc1	-6.4	-2.2	-5.7	-11.4	12.1	/	-0.3	5.3	5.2	6.5	/
O=C(NCc1ccccn1)[C@@H]1CCCN1C(=O)[C@@H]1CCCN1C(=O)c1ccc(Cl)cc1	/	8.0	/	/	-3.5	/	/	3.1	-1.1	-3.5	/
COC(=O)C1=NNC2(c3ccc(Cl)cc3)C(=O)N(c3ccc(Cl)cc3)C(=O)C12 (stereo not given)	-9.4	-12.5	-7.5	7.6	-8.5	2.5	6.6	-5.4	18.5	-0.7	-0.9
O=C1[C@H]2[C@@H](c3ccccc3)N[C@]3(CCCN(Cc4ccc(F)cc4)C3=O)[C@H]2C(=O)N1Cc1ccccc1	8.7	-8.9	-12.6	-0.1	-4.6	/	-4.1	-17.5	11.1	-0.7	/
CC(C)NC(C(=O)Nc1cc(Cl)cc(Cl)c1)c1ccccc1 (stereo not given)	-20.7	5.0	4.1	1.6	-14.4	10.2	7.2	2.0	12.3	4.0	-1.4
COc1ccccc1C(=O)Nc1nnc(CCc2ccccc2)s1	-10.2	-0.1	6.4	-15.5	-60.5	-14.1	3.9	28.6	-106.9	-43.9	4.1
Cc1nc2cc(NC(=O)N3CCCC3)ccc2n1C	3.8	-13.9	-28.1	-12.7	-12.1	2.3	0.9	-18.0	1.3	-4.4	-0.6
O=C(CSc1nnc(-c2ccccc2F)o1)NC1CC1	0.5	-3.1	-22.2	-31.0	-7.2	-25.2	4.9	1.7	-81.2	-14.9	/
COc1ccc(C(=O)CN2C(=O)NC3(CCCc4ccccc43)C2=O)cc1 (stereo not given)	-4.0	-7.8	-2.6	0.0	-8.9	1.8	5.8	7.1	-11.1	-16.0	1.8
N#Cc1nc(Cc2ccccc2)oc1N1CCN(c2ccccc2)CC1	1.8	-3.9	5.4	-1.2	-12.9	-16.4	-0.2	14.2	-4.5	-11.0	3.8
CCOC(=O)c1ccc(COC(=O)c2nonc2N)cc1	9.8	-2.1	-5.2	-5.3	3.4	-2.0	-13.2	2.8	0.7	-13.1	3.1
Cc1occc1-c1nc(-c2ccccn2)no1	-1.1	61.8*	2.2	-71.3	-99.3	17.5	-8.2	34.0	-61.6	3.2	0.0
C=CCNC(=S)N1CCC(C(=O)c2ccc3c(c2)OCCO3)CC1	-5.9	15.8	-24.2	9.1	6.6	16.3	-3.8	8.4	-12.5	16.6	-0.5
O=C(N/N=C/c1ccc(Cl)cc1Cl)c1cccc(N2CCCC2=O)c1	-7.8	15.0	-20.1	-50.4	-1.1	-5.9	-2.6	9.6	-55.4	-22.6	0.7
COc1ccc([N+](=O)[O-])cc1N(CC(=O)NCc1ccco1)S(C)(=O)=O	-4.2	10.2	-6.9	4.1	-25.0	-0.7	3.1	2.7	15.4	-10.1	5.4
CCOc1ccc(-c2nc(C)c(C(C)=O)n2O)cc1	-1.9	-1.6	-18.8	-55.2	-57.2	-2.4	-2.3	41.3	-124.3	-42.3	0.2
O=C(Nc1ccc(Cl)cc1)N1CCN(C(=O)C2CCCO2)CC1 (stereo not given)	0.0	-6.5	10.3	-11.2	-41.7	-4.7	0.6	0.0	5.9	-42.0	2.9

Two records picked at random from those above, as already listed:
canonical_smiles	KKLEB tox	TWEAK-Fn14 inh	Shn3 inh set2	Peg3 prom inh	NR2E3 ag-1	TRPM1 prom inh	CF NFkB inh	C8 TRAIL sens	HIF-2a inh	TROY NFkB inh	NR2E3 ag-2
CCOc1ccc(-c2nc(C)c(C(C)=O)n2O)cc1	-1.9	-1.6	-18.8	-55.2	-57.2	-2.4	-2.3	41.3	-124.3	-42.3	0.2
COc1ccc(C(=O)CN2C(=O)NC3(CCCc4ccccc43)C2=O)cc1 (stereo not given)	-4.0	-7.8	-2.6	0.0	-8.9	1.8	5.8	7.1	-11.1	-16.0	1.8

Screening data as filed in PubChem.

An excerpt (hit frequency here may not be typical).
